KCNH2 3.1 block = qHTS for Inhibitors of KCHN2 3.1: Mutant qHTS. Potassium voltage-gated channel subfamily H member 2, brain isoform KCNH2 3.1 (human). U2OS KCNH2 3.1, thallium flux FluxOr; hits give low values. activity change, % (tested at about 1.8 µM). 0.95% of 340,000 active;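 active = maximum activity change below -70%; inconclusive = maximum activity change from -70% to -50%; inactive = maximum activity change above -50%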;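 also: thallium influx rate constant from kinetic fluorescence after stimulation buffer; % is scaled to controls: 0 for no effect and ±100 for the full control effect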
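Steps: virus added to U2OS suspension (4 h, RT, dark); medium with 10% FBS added, cells plated, 37 C overnight; FluxOr/Red40 loading buffer 45 min RT; stimulation buffer, 2 min kinetic read; rate constant normalized.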
Eya2 inh = qHTS Assay for Inhibitors of the Phosphatase Activity of Eya2. recombinant Eya2, OMFP fluorescence dephosphorylation (OMFP is methylfluorescein phosphate). Potency, µM (highest dose often 76.9 µM), for the others: at the highest dose activity, negative = inhibition, most hits filed as inhibitors. AID 488837, 2010. 0.006% of 330,000 active; also: potency is read from the fitted curve at half-maximal effect; % is scaled to controls: 0 for no effect and ±100 for the full control effect
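Eya2 (0.2 uM) preincubated 10 min at ambient with compound, then OMFP substrate added at 50 uM; 10 min reaction in 50 mM HEPES pH 7.5, 50 mM NaCl, 5 uM MgCl2, 0.05% BSA, 1 mM DTT. Fluorescence read at Ex 485/Em 525 nm.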
USP2a inh = qHTS Assay for Inhibitors of Ubiquitin-specific Protease USP2a Using CHOP2 as the Reporter; USP2 core, Ub-CHOP2 coupled fluorogenic reporter, 485/531; Potency, µM (titrated, usually from 38.3 µM), inactives show at the highest dose activity change, negative = inhibition, most hits filed as inhibitors; 0.01% of 330,000 active; AID 463254, 2010;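 also: potency is read from the fitted curve at half-maximal effect; plate controls were DMSO wells for no effect and full inhibition by NEM control for full effect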
Target sequence (O75604 whole entry, looked up): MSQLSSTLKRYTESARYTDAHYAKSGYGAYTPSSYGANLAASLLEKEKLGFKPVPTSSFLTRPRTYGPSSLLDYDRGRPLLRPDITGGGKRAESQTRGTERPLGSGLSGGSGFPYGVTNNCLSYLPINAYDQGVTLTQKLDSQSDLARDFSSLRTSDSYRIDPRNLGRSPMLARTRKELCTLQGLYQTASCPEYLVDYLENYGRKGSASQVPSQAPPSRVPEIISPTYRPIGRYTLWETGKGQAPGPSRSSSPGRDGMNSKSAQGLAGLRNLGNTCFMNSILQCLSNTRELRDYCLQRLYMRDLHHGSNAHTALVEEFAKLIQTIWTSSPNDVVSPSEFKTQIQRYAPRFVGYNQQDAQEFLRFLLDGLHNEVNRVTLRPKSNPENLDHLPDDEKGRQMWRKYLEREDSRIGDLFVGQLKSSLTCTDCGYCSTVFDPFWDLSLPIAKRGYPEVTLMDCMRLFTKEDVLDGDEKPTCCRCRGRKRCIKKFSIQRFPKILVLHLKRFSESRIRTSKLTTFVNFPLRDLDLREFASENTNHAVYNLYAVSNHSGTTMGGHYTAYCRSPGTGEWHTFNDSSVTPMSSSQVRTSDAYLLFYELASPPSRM
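USP2 core (10nM final) preincubated 30min RT with compound in 20mM Tris-HCl pH 8.0, 2mM CaCl2, 2mM beta-mercaptoethanol, 0.05% CHAPS; 25nM Ub-CHOP2 plus 25nM reporter substrate added, fluorescence (Ex485/Em531) read after 60min.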
TCR act = Activators of T cell receptors: qHTS campaign | primary human leukocytes, anti-CD3, IL-2 HTRF, 48 h | Potency, µM (doses to about 9.22 µM), inactives show at the top dose activation of IL-2 secretion, hits mostly activators | 330,000 tested, under 10 active | AID 504894, 2011; also: % of control where 0% means no effect
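IL-2 release read by HTRF sandwich (Eu cryptate donor, d2 acceptor, 665 nm emission) after 48 hr exposure of primary human leukocytes to compound together with anti-CD3 beads in the absence of co-stimulatory signals.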
KCNH2 WT inh = qHTS for Inhibitors of KCHN2 3.1: Wildtype qHTS. AID 720551, 2013. 0.37% of 340,000 active. activity change, % at 1.84 µM. U2OS, BacMam KCNH2, thallium flux FluxOr; hits give low values;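 active = maximum activity change below -70%; inconclusive = maximum activity change between -70% and -50%; inactive = maximum activity change above -50%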; also: % is scaled to controls: 0 for no effect and ±100 for the full control effect
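U2OS cells transduced with wild-type KCNH2 virus are loaded with FluxOr dye for 45 min, and thallium flux is measured in kinetic reads before and after stimulation buffer. Rate constants are normalized to DMSO controls.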
ELG1 repair inh = qHTS screen for small molecules that inhibit ELG1-dependent DNA repair in human embryonic kidney (HEK293T) cells expressing luciferase-tagged ELG1; 2.3% of 330,000 active; HEK293T ELG1-luciferase reporter, luminescence, 16 h; DNA damage induced by 5-fluorouridine; Potency, µM (titrated, usually from 46.1 µM), inactives show top-dose activity change, negative = inhibition, most hits filed as inhibitors; also: potency is read from the fitted curve at half-maximal effect; % is scaled to controls: 0 for no effect and ±100 for the full control effect; nearly all actives have a fitted effect of over 55% in size
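Step one: seed 2,000 cells per well. Step two: pin-transfer compound or DMSO alongside 5-fluorouridine. Step three: incubate 16 hr, 37 °C, 5% CO2. Step four: add ONE-Glo, wait 30 min, read luminescence.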
TRPV1 ag = HTS Assay for Compounds that Act as Agonists of the Vanilloid Receptor 1. Transient receptor potential cation channel subfamily V member 1 (Homo sapiens), Q8NER1. activation, % at 8.33 µM. TRPV1-expressing cells, Fluo-8 calcium influx, agonist mode. 0.19% of 320,000 active. AID 540275, 2011; in the data active = activation above about 80%; inconclusive = between about 30% and that limit; also: 0% is about no effect
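Fluo-8 calcium influx in TRPV1-expressing cells, kinetic read (ex 480/em 520 nm). Compound added and read 3 min for agonist activity, followed by capsaicin at EC20 final and 2 min further read for enhancement.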
AT treatment = qHTS Assay for Identifying a Potential Treatment of Ataxia-Telangiectasia; […] A-T fibroblasts, KAP-1 phosphorylation AlphaLISA; neocarzinostatin DNA damage 30 min before lysis; Potency, µM (top dose mostly 57.5 µM), for the others: at the highest dose activation, most hits filed as activators; 0.19% of 320,000 active; also: potency is read from the fitted curve at half-maximal effect; % of control where 0% means no effect; nearly all actives have a fitted effect of over 45% in size
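ATM-like activity read as KAP-1 phosphorylation via AlphaLISA donor/acceptor antibody pairs after lysis and 6 hr at 25C. Cells were ATM-null patient fibroblasts ([…], hTERT), dosed 60 min, then exposed to the DSB inducer NCS for 30 min.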
Mito fusion yeast = qHTS Assay for Small Molecule Inhibitors of Mitochondrial Division or Activators of Mitochondrial Fusion | S. cerevisiae fusion-defective mutant growth rescue, CellTiterGlo 48 h | Potency, µM (doses to about 46.1 µM), inactives show top-dose growth rescue (activation), usual class: activators | 0.23% of 320,000 active;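 also: potency is read from the fitted curve at half-maximal effect; % of control where 0% means no effect; nearly all actives have a fitted effect of over 45% in size; temperature-sensitive fusion mutants such as fzo1-1 at 37 °C on non-fermentable ethanol glycerol medium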
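Yeast fusion mutant, YPEG (non-fermentable carbon), compound, 48 h at 37C non-permissive; CellTiterGlo added, 10 min RT, luminescence read. Rescued growth = division inhibition.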
TSHR antagonist = Antagonists of the Thyroid Stimulating Hormone Receptor: HTS campaign. TSHR-expressing cells, TSH-stimulated cAMP HTRF, 2 h; hits give low values. activity change, negative = inhibition, % at 11.5 µM. 0.2% of 330,000 active;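 active = activity change below a set negative limit, meaning inhibition stronger than a set level, cut at about -70% in these data; inconclusive = activity change between two set negative limits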; also: % is scaled to controls: 0 for no effect and ±100 for the full control effect
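TSHR-expressing cells were treated with compounds, then stimulated with TSH at EC80 (4nM final) for 2 hours at 37 deg C. Cellular cAMP was measured by HTRF competition between lysate cAMP and cAMP-d2 for a cryptate-labelled anti-cAMP antibody.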
The depositor's hits bear a star; ? = inconclusive; · = no result given; [ ] = dose if it differs, or a comment. Unless noted, calls follow the shape of the dose curve; as a rule, active = well fitted curve in the direction sought with a large enough effect; inconclusive = small, poorly fitted or top-dose-only effect, or another doubt; inactive = no such curve, though single readings can be large; an effect the other way counts as inactive or inconclusive. Only part of the results is shown; rates above refer to the full screens.

SMILES	KCNH2 3.1 block	Eya2 inh	USP2a inh	TCR act	KCNH2 WT inh	ELG1 repair inh	TRPV1 ag	AT treatment	Mito fusion yeast	TSHR antagonist
COC(=O)C1CCN(C(=O)NC(C)(C)C)CC1	4.7	-3.9%	0.4%	0.5%	-14.1	1.9%	2.1	3.7%	0.8%	5.3
C=CCN1CC(=O)N2Cc3[nH]c4ccccc4c3C[C@H]2C1=O	4.7	0.9%	3.2%	5.1%	-1.2	?	2.0	3.3%	9.5%	-5.1
CCCOc1ccc(C(O)(CCN2CCCCC2)c2ccccc2OC)cc1 (stereo not drawn)	-20.1	-12.2%	-2.5%	-0.1%	·	-18.7%	5.0	2.4%	-24.0%	15.3
COC(=O)C1=C(C)N(c2ccccc2)/C(=C/c2cccs2)C1=O	6.8	-0.8%	1.1%	-2.8%	5.7	-13.8%	?	·	-4.3%	-3.5
O=S(=O)(Nc1cccc(-c2nc3cccnc3s2)c1)c1cccs1	14.8	0.8%	3.7%	-0.7%	9.7	?	1.1	-7.7%	5.6%	-13.1
COc1cc(CC(=O)NCc2ccccn2)cc(OC)c1OC	14.4	7.9%	3.2%	-1.3%	-6.3	2.5%	1.1	5.9%	1.2%	-2.5
Cc1cccc(C(=O)OCC(=O)N2CC(=O)Nc3ccccc32)c1C	-4.1	4.2%	-0.3%	1.1%	-2.7	5.9%	·	-0.8%	·	9.9
C=CCC(C#Cc1ccccc1)N(C)C (stereo not drawn)	3.8	6.2%	1.7%	-4.2%	-7.9	-2.3%	-0.4	4.7%	0.2%	-3.5
C/C=C(\C)C(=O)Nc1cccc(C2=NOC3(C2)C[C@@H](C(N)=O)N(C(=O)c2cc([N+](=O)[O-])cc([N+](=O)[O-])c2C)C3)c1 (stereo partly drawn)	-1.6	7.1%	0.0%	1.8%	8.6	-24.4%	2.5	16.1%	32.7%	-5.3
Cc1nnc(SCc2nc(N)nc(Nc3ccccc3)n2)s1	3.5	0.8%	4.5%	4.9%	-15.9	?	·	8.5%	1.3%	-1.0
CCSc1nc(N)c(C#N)c(-c2ccco2)c1C#N	-5.9	3.4%	1.6%	0.7%[46.1 µM]	10.1	?	1.5	3.7%	16.3%	20.1
Cc1c(C(=O)NCC2CCCO2)oc2c(Cl)cccc12 (stereo not drawn)	3.7	20.6%	-2.5%	5.3%	3.4	?	-4.4	4.0%	1.1%	3.7
CCC(CO)NC(=O)c1ccc(-c2nn(C)c(=O)c3ccccc23)cc1 (stereo not drawn)	-20.4	14.4%	1.6%	-1.0%	?	?	-0.8	1.5%	-1.4%	-5.9
O=C(Nc1cccc(S(=O)(=O)N2CCCCCC2)c1)c1cncc(Br)c1	-38.0	-7.1%	-0.2%	5.2%	22.6	?	·	16.3%	·	-27.4
CC1CCN(C(=S)Nc2ccc(F)cc2)CC1	-0.5	-2.6%	-1.1%	-15.2%[46.1 µM]	2.8	-0.8%	-2.3	3.2%	-3.6%	1.6
C#CCOC(=O)C[N+](C)(C)CC#Cc1ccccc1	-43.6	-8.6%	0.8%	-2.3%	-6.0	-0.6%	0.1	-1.8%	7.0%	1.3
CC(=O)N1CCN(CCS(=O)(=O)c2cc(Cl)ccc2Cl)CC1	1.2	-1.1%	3.4%	4.5%	-7.0	8.7%	·	9.4%	·	-5.7
Nc1nonc1-n1nnc(C(=O)N/N=C/c2ccc(Cl)cc2Cl)c1CN1CCCC1	-3.0	4.9%	1.7%	0.8%	1.8	-5.8%	-1.2	10.2%	-30.3%	19.4
CC(C)=CC(=O)N1CCC(n2nccc2NC(=O)CCc2ccccc2)CC1	31.1	7.8%	2.6%	4.2%	-12.3	1.2%	1.5	-3.5%	-1.0%	5.6
Cc1cc(C(=O)N/N=C/c2cc(Br)cc([N+](=O)[O-])c2O)c2ccccc2n1	6.7	-3.1%	0.0%	-7.8%[46.1 µM]	0.5	?	-10.9	-10.2%	13.8%	-10.6
Cn1c(=O)c2c(nc(N3CCCCCC3)n2CC(=O)c2ccc(Br)cc2)n(C)c1=O	-5.8	7.6%	1.9%	1.5%	10.0	-2.0%	-6.7	·	7.7%	14.2
COc1ccc(Cc2nnc(NC(=O)c3cccc(F)c3)s2)cc1OC	23.6	8.2%	7.9%	0.5%	24.3	1.1%	4.3	-4.4%	19.1%	-8.1
CC1=Nc2ccc(Br)cc2C(c2ccccc2)N1CC(=O)O (stereo not drawn)	-18.9	10.6%	5.8%	1.4%	4.9	-3.2%	0.4	5.1%	-3.9%	3.7
CCC(CC)C(=O)Nc1cccc(S(=O)(=O)c2cccc(NC(=O)C(CC)CC)c2)c1	-23.0	3.7%	7.9%	1.9%	-2.5	8.0%	-12.4	·	-3.5%	16.1
COc1cccc(CNC(=O)C2CCN(S(=O)(=O)c3ccc(F)cc3)CC2)c1	-0.6	11.0%	-0.5%	0.8%	2.7	6.5%	?	12.2%	-1.2%	-1.5
COc1ccc(C(O)C(CN2CCOCC2)c2ccccc2)cc1 (stereo not drawn)	7.2	5.3%	0.2%	-2.8%	7.0	-15.4%	-4.1	4.5%	-9.3%	-3.8
Cc1c(Cl)cccc1NC(=O)CN1CCC(C(O)(c2ccccc2)c2ccccc2)CC1	-1.3	6.7%	2.2%	0.4%	-20.7	-12.2%	-1.6	8.2%	-18.2%	7.7
COC(=O)c1ccc(CNC(=O)c2ccc(NS(=O)(=O)c3ccc4[nH]c(=O)[nH]c4c3)cc2)cc1	6.8	-20.8%	-2.1%	4.1%	12.6	?	-0.3	12.0%	0.2%	2.3
CCCC1=NN(C(=O)Cc2ccc([N+](=O)[O-])cc2)C(O)(C(F)(F)F)C1 (stereo not drawn)	-0.7	0.0%	1.9%	5.1%	0.7	-8.6%	-3.0	-4.5%	14.5%	-2.4
CCOc1ccc2oc(C(=O)OCC(=O)NCc3ccc(OC)cc3)c(C)c2c1	-11.0	21.5%	4.5%	-2.6%	-3.5	?	8.9	16.1%	4.0%	8.3
Cc1oc2ccc(O)c(CN3CCOCC3)c2c1C(=O)c1ccc(Cl)cc1	-2.0	-2.9%	-10.5%	0.9%	3.9	-26.3%	1.7	9.4%	3.5%	-25.1
CCOc1ccc(-c2nnc3ccc(SCC(=O)N4CCCCC4)nn23)cc1	-3.0	7.9%	1.9%	3.2%	2.5	?	-0.4	-0.2%	4.7%	-5.9
O=C(OCc1cnc(Cl)s1)c1ccccc1Cl	-3.2	0.8%	-1.4%	2.7%	7.7	14.4%	16.6	-1.4%	0.6%	-3.9
Cc1ccc(Oc2ncccc2NC(=O)CC(CC(=O)O)c2ccccc2)c2c1CCC2 (stereo not drawn)	-3.7	10.3%	-4.2%	-0.5%	4.3	-14.6%	0.4	-9.0%	-0.8%	5.5
O=C(CCNC(=O)C1CCN(S(=O)(=O)c2ccc(F)cc2)CC1)NCc1ccc(F)cc1	-8.6	-11.4%	1.8%	-1.9%	-3.2	-2.1%	0.9	-3.1%	-4.2%	-0.3
O=C1c2ccccc2C(=O)N1CCc1ccccn1	5.7	4.5%	-0.9%	·	-4.4	?	-2.4	3.3%	-4.5%	-4.5
CCCC(=O)NC(C)c1nc2ccccc2n1CC (stereo not drawn)	3.9	11.2%	1.5%	8.7%	-2.5	-0.4%	2.2	4.3%	0.6%	3.0
CC(=O)N1CCN(C(=O)C2(NC(=O)Nc3ccc(C)cc3)CCCCC2)CC1	4.4	-4.4%	1.0%	-5.0%	-1.4	?	-1.6	21.9%	-0.1%	18.4
COc1ccccc1N=Cc1c(C)[nH]n(-c2ccc(C)cc2C)c1=O	-3.2	4.1%	-0.7%	2.7%	-2.1	-16.6%	2.4	-0.6%	-32.1%[inhibitor]	2.6
CCOC(=O)C1(Cc2ccc(OC)cc2)CCN(C(=O)CCc2cnccn2)CC1	-6.4	-0.6%	2.2%	9.5%	-2.4	0.0%	8.6	-15.8%	2.7%	6.8
CC(=O)c1ccc(NC(=O)COC(=O)/C=C/c2cccs2)cc1	4.5	-15.9%	-0.7%	6.7%[46.1 µM]	-17.6	3.0%	·	11.0%	·	-4.9
CCn1c(SCC(N)=O)nnc1-c1ccc(S(=O)(=O)N2CCN(C)CC2)cc1	-4.1	2.9%	1.1%	7.7%	2.6	8.4%	2.6	-2.5%	-6.8%	0.4
